# Fluorescein autfl: compound fluoresces in the fluorescein spectral region. Compound autofluorescence, 480/540 nm, fluorescein-equivalent; hits give high values. max fluorescein-equivalent concentration, M. 59,000 compounds, 0.91% hits. AID 593; in the data active means max fluorescein-equivalent concentration above about 10 nM; inconclusive means between about 1.1 nM and that limit
#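 First, buffer (100 mM Tris, pH 8.0) dispensed; second, compounds and fluorescein standards pinned in; third, 15 min room-temperature incubation; finally, imaging at ex 480 nm/em 540 nm. Fluorescence normalized against the six-point fluorescein curve.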
# Casp7 inh: allosteric or competitive inhibitors of human caspase-7. recombinant caspase-7, Ac-DEVD-AFC fluorescence rate. Potency, µM (top dose mostly 57.5 µM), without a hit: at the highest dose activity change, negative = inhibition, actives largely listed as inhibitors. 75,000 compounds, 0.02% hits. AID 889; active means well fitted inhibition curve with a large enough effect in the main read-out, with a control signal flat, not every such curve was filed as active; inconclusive means small, poorly fitted or top-dose-only effect, or a change in a side signal; further: potency means the concentration at half of the fitted maximal effect; % of control where 0% means no effect
# Target sequence (P55210 24-198 limits assumed): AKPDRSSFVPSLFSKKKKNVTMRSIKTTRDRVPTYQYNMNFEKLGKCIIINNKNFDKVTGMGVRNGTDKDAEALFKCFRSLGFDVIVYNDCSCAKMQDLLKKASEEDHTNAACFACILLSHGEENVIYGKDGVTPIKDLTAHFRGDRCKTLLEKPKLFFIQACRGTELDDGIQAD
# Target sequence (P55210 207-303 limits assumed): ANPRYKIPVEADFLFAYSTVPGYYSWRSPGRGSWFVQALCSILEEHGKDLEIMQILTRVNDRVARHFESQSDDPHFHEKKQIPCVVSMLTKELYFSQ
# Rhodamine autofl: compound autofluorescence in rhodamine spectral region; Rhodamine-region fluorescence, 547/598 nm, Tris buffer; hits give high values; max dye-equivalent concentration, M; 59,000 compounds, 0.05% hits; AID 594; in the data active means max dye-equivalent concentration above about 11 nM; inconclusive means between about 1.1 nM and that limit
#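 Compounds in 100 mM Tris buffer, pH 8.0, were incubated 15 min at room temperature, then read at 547 nm excitation and 598 nm emission. Fluorescence was normalized against a per-plate six-point rhodamine standard curve as dye-equivalent concentration.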
# ERK AVP inh: vasopressin-driven ERK pathway inhibition; HEK293-V1b, vasopressin-stimulated pERK AlphaScreen; Potency, µM (doses to about 57.5 µM), without a hit: top-dose activity, negative = inhibition, usual class: inhibitors; 72,000 compounds, 0.99% hits; further: potency means the concentration at half of the fitted maximal effect; on the % scale 0 is the no-effect control and ±100 the full control effect; nearly all actives have a fitted effect of over 55% in size
#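 qHTS, compounds titrated on V1b-expressing HEK293 cells. Preincubation 30 min at 37C, vasopressin 25 nM for 5 min, lysis 10 min, bead incubation 5 hr at room temperature.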
# Tau fil binding: binders of human tau filaments; P10636; recombinant tau filaments, thioflavin S fluorescence, 15 h; filaments grown with octadecylsulfate alongside compound; Potency, µM (series often up to 57.1 µM), for the others: at the top dose activity change, negative = inhibition; 71,000 compounds, 2% hits; AID 596;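 further: potency means the concentration at half of the fitted maximal effect; on the % scale 0 is the no-effect control and ±100 the full control effect; actives lower thioflavin S fluorescence by blocking filaments or displacing dye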
# Target sequence (P10636 whole entry, looked up): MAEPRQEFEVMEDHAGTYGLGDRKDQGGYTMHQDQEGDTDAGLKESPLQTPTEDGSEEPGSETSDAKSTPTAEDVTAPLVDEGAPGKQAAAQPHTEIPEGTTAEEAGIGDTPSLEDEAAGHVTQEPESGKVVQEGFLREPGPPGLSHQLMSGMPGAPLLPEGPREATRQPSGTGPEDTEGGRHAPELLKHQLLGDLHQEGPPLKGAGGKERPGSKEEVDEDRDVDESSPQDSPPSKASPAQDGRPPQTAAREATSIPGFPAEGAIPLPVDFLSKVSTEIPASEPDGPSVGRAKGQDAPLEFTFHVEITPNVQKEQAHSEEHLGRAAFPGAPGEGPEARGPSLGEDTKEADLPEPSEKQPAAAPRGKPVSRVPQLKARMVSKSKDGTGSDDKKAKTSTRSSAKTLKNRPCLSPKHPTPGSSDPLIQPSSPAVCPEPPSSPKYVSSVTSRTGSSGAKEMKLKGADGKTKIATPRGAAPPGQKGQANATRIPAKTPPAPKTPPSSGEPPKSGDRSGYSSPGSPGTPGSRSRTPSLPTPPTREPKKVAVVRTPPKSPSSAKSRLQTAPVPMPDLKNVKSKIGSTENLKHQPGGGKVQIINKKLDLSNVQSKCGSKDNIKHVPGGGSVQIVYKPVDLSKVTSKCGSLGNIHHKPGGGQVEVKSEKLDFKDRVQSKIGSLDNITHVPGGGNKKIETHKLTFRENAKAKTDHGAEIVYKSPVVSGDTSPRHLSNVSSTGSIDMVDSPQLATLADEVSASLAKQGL
#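 Thioflavine S fluorescence (ex 450, em 510 nm) reports filaments formed from 1 uM human tau plus 30 uM ODS over 15 h at 37 C (10 mM HEPES pH 7.4, 100 mM NaCl, 5 mM DTT); compounds displacing dye or blocking filaments lower signal.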
# HEK293 cAMP cs: counter-screen for TSHR agonists: cAMP increase in parental HEK293. parental HEK293 CNG cAMP sensor, membrane potential fluorescence. Potency, µM (highest dose often 57.1 µM), for the others: at the top dose activation, usual class: activators. 73,000 compounds, 2.5% hits; further: potency means the concentration at half of the fitted maximal effect; % of control where 0% means no effect; nearly all actives have a fitted effect of over 55% in size
#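 Parental HEK 293 cells stably expressing a cAMP-gated CNG channel were loaded with membrane potential dye containing 100 uM RO 20-1724 for 60 min. Compound added for 30 min; depolarization read as fluorescence intensity at 590 nm.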
# Texas Red fluor: compound fluoresces in the Texas Red spectral region | max dye-equivalent concentration, M | AID 587 | 59,000 compounds, 0.06% hits | Compound fluorescence, Texas Red channel, 547/618 nm; hits give high values; in the data active means max dye-equivalent concentration above about 10 nM; inconclusive means between about 1.1 nM and that limit
#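 Pin-transferred compounds and Texas Red standards go into 100 mM Tris buffer, pH 8.0. After 15 min at room temperature, plates are imaged with 547/618 nm filters. Each value is a dye-equivalent concentration derived from the per-plate dye curve.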
# Luciferase inh: firefly luciferase inhibition. purified firefly luciferase, luminescence, 8 min. Potency, µM (top dose mostly 57.1 µM), for the others: at the top dose activity change, negative = inhibition, usual class: inhibitors. 72,000 compounds, 2.2% hits; further: potency means the concentration at half of the fitted maximal effect; on the % scale 0 is the no-effect control and ±100 the full control effect; nearly all actives have a fitted effect of over 40% in size
#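 Titration-based qHTS; buffer 50 mM imidazole pH 7.2, 50 mM KCl, 7 mM MgCl2, 10 uM ATP, 0.01% Tween 20, 0.05% BSA; luciferase/luciferin detector mix added after compound; 8 min, ambient; luminescence.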
# USP2a inh: blocks human ubiquitin-specific protease USP2a; O75604; USP2a enzymatic assay, qHTS inhibition; Potency, µM (top dose mostly 38.3 µM), without a hit: at the highest dose activity change, negative = inhibition, usual class: inhibitors; 60,000 compounds, 0.1% hits; AID 927;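 further: potency means the concentration at half of the fitted maximal effect; nearly all actives have a fitted effect of over 60% in size; plate controls were DMSO for no effect and NEM full inhibition control for full effect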
#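 Coupled readout: USP2-cleaved Ub-PLA2 (20nM final) turns over NBD C6-HPC (20uM final), Ex 460nm/Em 535nm after 2.5 h, time-zero read flagging artifacts. Enzyme (20nM final, pH 8.0 Tris) given 30 min RT with compound first; NEM defines full inhibition.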
# Caspase-1 inhib: allosteric or competitive inhibitors of human caspase-1 | Caspase-1 enzyme, Ac-WEHD-AFC fluorogenic rate | Potency, µM (titrated, usually from 57.5 µM), without a hit: top-dose activity change, negative = inhibition, most hits filed as inhibitors | 75,000 compounds, 0.03% hits | AID 900;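 further: potency means the concentration at half of the fitted maximal effect; plate controls were vehicle for no effect and no substrate for full effect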
# HADH2 inh: inhibitors of human HADH2 dehydrogenase; Q99714; AID 886; Potency, µM (doses to about 57.1 µM), for inactives: at the top dose activity change, negative = inhibition, most hits filed as inhibitors; recombinant HADH2, NADH fluorescence, beta-hydroxybutyryl-CoA; 73,000 compounds, 3.4% hits; further: potency means the concentration at half of the fitted maximal effect; on the % scale 0 is the no-effect control and ±100 the full control effect; nearly all actives have a fitted effect of over 60% in size; many of its hits are not listed in these tables
#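 His-tagged recombinant enzyme from E. coli, 20 nM, preincubated 15 min RT with compound; reaction started with 1 mM NAD+ and 90 uM beta-hydroxybutyryl-CoA in 100 mM Tris-HCl pH 9.0. NADH fluorescence (ex 360/em 450) read over 4 min; last-minus-first difference.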
# * = called active by the depositor; i = inactive; ? = inconclusive; nt = not tested or not shown; [ ] = remark or other dose. Unless noted, the call rests on the fitted dose curve; in most records, active means well fitted curve in the direction sought with a large enough effect; inconclusive means small, poorly fitted or top-dose-only effect, or another doubt; inactive means no such curve, though single readings can be large; an effect the other way counts as inactive or inconclusive.
SMILES,Fluorescein autfl,Casp7 inh,Rhodamine autofl,ERK AVP inh,Tau fil binding,HEK293 cAMP cs,Texas Red fluor,Luciferase inh,USP2a inh,Caspase-1 inhib,HADH2 inh
COc1ccc(-c2nnc(-c3cccs3)o2)cc1OC,nt,0%,nt,?,18%,10%,nt,13µM*,15%,-1%,10%
CCOC(=O)c1c(C)n(C)c2ccc(OC(C)C(=O)OC)cc12 (configuration not stated),i,-2%,i,-7%,8%,13%,i,-1%,8%,0%,6%
NS(=O)(=O)c1ccc(N=Nc2ccc(O)c(C(=O)O)c2)cc1,i,-2%[11.5 µM],i,10%[11.5 µM],0%[11.4 µM],-4%[11.4 µM],i,-1%[11.4 µM],nt,-3%[11.5 µM],4%[11.4 µM]
COc1ccccc1NC1C=CS(=O)(=O)C1 (configuration not stated),nt,1%,nt,8%,1%,0%,nt,0%,-1%,6%,10%
Cc1ccccc1NC(=O)Cn1c(C)nc2ccc(NC(=O)C3CC3)cc2c1=O,i,1%,i,-6%,-4%,0%,?,-2%,19%,-1%,4%
O=C(c1ccco1)N1CCC[C@@]2(CCN(c3ncccn3)C2)C1,?,0%,i,-1%,6%,8%,i,2%[11.4 µM],8%,-2%,-4%
CC(C)N(C(=O)Cn1cnc2c(cnn2-c2ccccc2Cl)c1=O)C(C)C,i,-1%,i,18%,-5%,-1%,i,4%,23%,1%,15%
COc1cc(NC(=O)c2ccccc2)cc(OC)c1,i,0%,i,6%,10µM*,28%,?,-1%,-7%,-1%,14%
O=C(CCC(=O)N1CCc2ccccc2C1)N1CCN(S(=O)(=O)c2ccccc2)CC1,i,-1%,i,-1%,5%,12%,?,-33%,5%,-1%,9%
Cc1noc(C)c1CSc1ncnc2sc3c(c12)CCC3,i,0%,i,8%,-6%,27%,i,2%,1%,3%,8%
COC(=O)c1[nH]c(C)c(/C(O)=C2\C(=O)C(=O)N(CCN(C)C)C2c2ccco2)c1C (configuration not stated),?,-1%,i,-11%,2%,15%,i,2%,-3%,-5%,-7%
CCOC(=O)/C(C#N)=C1/SC(CC)C(=O)N1c1ccc(C)cc1 (configuration not stated),i,-1%,i,?,0%,-1%,i,4%,11%,2%,-25%
OC(c1cccnc1)c1cccs1 (configuration not stated),i,4%,i,0%,5%,?,i,2%,-8%,0%,-24%
CC(=O)N1CCN(c2ccc(NCc3ccc4c(c3)OCO4)cc2)CC1,i,0%,i,-18%,?,-3%,i,0%,6%,2%,11%
N#C/C(=C\c1ccc(O)c(O)c1)C(N)=O,nt,-9%,nt,-23%,71%,-8%,nt,-7%,nt,-5%,32µM*
COc1ccc2oc(C(=O)C3CC3)c(NC(=O)CCCN3C(=O)c4ccccc4C3=O)c2c1,nt,1%,nt,nt,18%,-2%,nt,1%,nt,-2%,10%
C=CCNC(=O)c1oc2ccc(S(=O)(=O)N(CC)CC)cc2c1C,i,0%,i,11%,3%,5%,i,-1%,33%[activator],-2%,?
O=C1CCCc2[nH]nc(-c3cccnc3)c21,i,-1%,i,1%,6%,4%,i,-2%,1%,0%,-5%
Cc1ccc(C(=O)Nc2ncc(Cc3ccccc3)s2)o1,i,1%,i,9%,12%,11%,i,13µM*,nt,-2%,-5%
CCn1c(C)nc2cc(C(=O)OC(C(F)(F)C(F)F)C(F)(F)C(F)F)ccc21,?,-7%,i,-5%,22%,?,i,20µM*,36%[activator],-6%,14%
CCOc1ccc(OCC)c(Nc2cc(C)nc3nc(C)nn23)c1,nt,-2%,nt,?,18%,13%,nt,1%,nt,-1%,-3%
O=C1C2C(C(=O)N1c1ccncc1)C1C=CC2C12CC2 (configuration not stated),i,0%,i,-14%,0%,7%,i,-5%,-10%,1%,-3%
COC(=O)CN(c1ccccn1)S(=O)(=O)c1ccccc1,i,1%,i,-1%,-12%,-5%,i,-31%,-1%,1%,?
COC(=O)n1ccc(C(=O)Nc2ccccc2F)n1,i,-1%,i,-5%,5%,4%,i,-1%,-9%,-1%,0%
CNc1ccnc(-c2ccccc2CN(C)C)n1,i,-1%,i,-23%,-4%,-8%,i,1%[2.29 µM],-6%,0%,-20%

# The last 5 entries of the part before are carried over, then new ones follow.
SMILES,Fluorescein autfl,Casp7 inh,Rhodamine autofl,ERK AVP inh,Tau fil binding,HEK293 cAMP cs,Texas Red fluor,Luciferase inh,USP2a inh,Caspase-1 inhib,HADH2 inh
CCOc1ccc(OCC)c(Nc2cc(C)nc3nc(C)nn23)c1,nt,-2%,nt,?,18%,13%,nt,1%,nt,-1%,-3%
O=C1C2C(C(=O)N1c1ccncc1)C1C=CC2C12CC2 (configuration not stated),i,0%,i,-14%,0%,7%,i,-5%,-10%,1%,-3%
COC(=O)CN(c1ccccn1)S(=O)(=O)c1ccccc1,i,1%,i,-1%,-12%,-5%,i,-31%,-1%,1%,?
COC(=O)n1ccc(C(=O)Nc2ccccc2F)n1,i,-1%,i,-5%,5%,4%,i,-1%,-9%,-1%,0%
CNc1ccnc(-c2ccccc2CN(C)C)n1,i,-1%,i,-23%,-4%,-8%,i,1%[2.29 µM],-6%,0%,-20%
Cc1ccc(CNc2oc(-c3cccs3)nc2C#N)cc1,i,0%,i,?,5%,?,i,2%,-4%,-1%,93%[activator]
COc1cccc(N2CCN(CC(=O)c3c[nH]c4ccc(OC)cc34)CC2C)c1 (configuration not stated),i,-3%,i,3%,-14%,14%,i,0%,32%[activator],-6%,-2%
COCC(=O)Nc1sc2c(c1C(=O)OC)CCC(C)C2 (configuration not stated),?,2%,i,?,20%,13%,i,-7%,8%,-1%,0%
COC(=O)N1CCC2(CCCN(Cc3nccs3)C2)CC1,i,-4%,i,-24%,6%,?,i,1%[11.4 µM],-7%,-2%,-1%
CCOc1cc(C(=O)NCc2nnc(SCC(=O)OC)n2C)cc(OCC)c1OCC,i,-1%,i,6%,-3%,7%,i,1%,-18%,1%,4%
CCn1c(SCC(N)=O)nnc1-c1ccc(S(=O)(=O)N2CCN(C)CC2)cc1,i,-1%,i,-2%,-2%,4%,i,0%,8%,3%,-14%
O=C(CSC1=NCCS1)Nc1nc2c(s1)CCCC2,i,-6%,i,-15%,-17%,5%,?,-10%,37%[activator],0%,?
O=C(Nc1ccc(SC(F)F)cc1)C1=COCCO1,i,2%,i,-2%,-4%,0%,i,25µM*,-6%,-3%,-12%
CCCCCCNS(=O)(=O)c1ccc(Cl)s1,i,-3%,i,27%,-10%,20%,i,-2%,-1%,-2%,-7%
Cn1nnnc1SCc1cc(=O)[nH]c2ccccc12,i,2%,i,11%,-5%,9%,i,2%,0%,-2%,0%
CC(C)(C#N)Nn1cnnc1,?,-2%,i,9%,-6%,-1%,?,1%,-3%,1%,4%
COCCNC(=O)CSc1nc2c(n1-c1ccccc1)CCCC2,i,0%,i,9%,-7%,9%,i,-3%,-4%,-1%,6%
CCOC(=O)CC(N)c1ccc(OC)cc1 (configuration not stated),i,0%,i,-2%,1%,6%,?,4%,-3%,0%,-1%
Cc1ccccc1S(=O)(=O)Cc1ccc(C(=O)NCCN2CCN(Cc3ccccc3)CC2)o1,?,1%,i,11%,16%,?,?,1%,5%,0%,-3%
COc1ccc(C2NCCO2)cc1OC (configuration not stated),?,0%,i,-11%,0%,-1%,i,1%,-7%,0%,-2%
CC(C)(C)NC(=O)C(c1ccc(F)cc1)N(Cc1ccco1)C(=O)c1csnn1 (configuration not stated),?,-2%,i,6%,5%,17%,?,1%,-3%,3%,2%
CC12CC(NC(=O)N1c1cccc(C(=O)Nc3ncn[nH]3)c1)c1ccccc1O2 (configuration not stated),i,-2%,i,4%,3%,4%,?,-2%,24%,0%,-23%
COc1ccc2[nH]cc(CCNc3ncncc3-c3c(C)noc3C)c2c1,?,-4%,i,-26%,-4%,20%,i,1%[2.29 µM],45%[activator],-4%,13%
COc1cccc(-c2cnc(NCc3cc(Cl)ccc3O)n2C)c1,?,-5%,i,?,30%,-47%[inhibitor],?,0%,-2%,-6%,2%
COc1ccccc1NC(=O)N(Cc1ccco1)Cc1cc2cc(C)cc(C)c2[nH]c1=O,?,-8%,i,-21%,61%,22%,i,-9%,35%[activator],-8%,-10%
Cc1nc2ccc(S(=O)(=O)NCC(=O)N(C)Cc3ccco3)cc2s1,i,-2%,i,-9%,-9%,6%,i,2%,10%,1%,9%

# Compound activity deposited in PubChem BioAssay by National Center for Advancing Translational Sciences (NCATS).

# Some of the compounds tested; count on the stated rates, not on these rows.
